# Cycloheximide cs: counter-screen hit for Shiga toxin inhibitors, cycloheximide. max response, %. hit rate 12% among 300,000. cell reporter, cycloheximide protein synthesis inhibition counterscreen; in the data active means max response mostly above about 13%, no sharp cut-off; inactive means mostly below about 14%; further: read at 38.3 µM for the half of the compounds with a filed dose; 0% is about no effect
# AmpC no deterg: AmpC beta-lactamase inhibition without detergent | P00811 | AID 485341 | hit rate 0.52% among 330,000 | Potency, µM (doses to about 57.1 µM), for the others: top-dose activity change, negative = inhibition, usual class: inhibitors | AmpC nitrocefin hydrolysis, absorbance 480 nm, 0.0001% Triton;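 further: potency means the concentration at half of the fitted maximal effect; plate controls were no compound for no effect and no enzyme for full effect; nearly all actives have a fitted effect of over 20% in size; some results filed as inactive show a strong effect at the top dose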
# Target sequence (P00811 whole entry, looked up): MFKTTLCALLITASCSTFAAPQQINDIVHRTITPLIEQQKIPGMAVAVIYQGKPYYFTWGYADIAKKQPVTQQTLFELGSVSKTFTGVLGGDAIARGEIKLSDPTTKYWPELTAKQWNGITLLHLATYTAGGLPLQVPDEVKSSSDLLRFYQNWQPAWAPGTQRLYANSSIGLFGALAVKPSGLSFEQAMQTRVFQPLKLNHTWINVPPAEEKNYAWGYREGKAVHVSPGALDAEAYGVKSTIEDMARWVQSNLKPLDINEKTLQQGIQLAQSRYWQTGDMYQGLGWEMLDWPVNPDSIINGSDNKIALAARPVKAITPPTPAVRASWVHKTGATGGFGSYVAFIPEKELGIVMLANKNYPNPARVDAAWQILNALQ
#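 AmpC (5.3 nM in the dispensed reagent) in 20 mM phosphate pH 7.0 with 0.01% (detergent screen) or 0.0001% Triton X-100 was preincubated with compounds for 15 min at room temperature. Nitrocefin was then added from an 800 uM solution, and hydrolysis was followed at 480 nm.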
# Pf growth 48h: P. falciparum growth inhibition at 48 hours (one generation); hit rate 5.9% among 310,000; Potency, µM (series often up to 28.7 µM), without a hit: at the top dose activity change, negative = inhibition, hits mostly inhibitors; P. falciparum luciferase growth in erythrocytes, 48 h; AID 504832; further: potency means the concentration at half of the fitted maximal effect; on the % scale 0 is the no-effect control and ±100 the full control effect
#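 Here the parasites carry a stable luciferase gene and grow inside erythrocytes in Albumax-based RPMI medium with compound for one erythrocytic cycle. Activity is scored as loss of luminescent signal.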
# Shiga inhibitor: inhibitors of Shiga toxin in Vero cells | AID 2315 | Vero cells, Shiga toxin protein synthesis inhibition reporter | inhibition, % at 38.7 µM | hit rate 9.2% among 290,000; in the data active means inhibition mostly above about 28%, no sharp cut-off; inactive means mostly below about 43%; further: 0% is about no effect
# TbPYK inhibitor: inhibitors of Trypanosoma brucei pyruvate kinase. hit rate 0.12% among 410,000. AID 624173. Q57TT1. Potency, µM (series often up to 76.8 µM), inactives show top-dose activity, negative = inhibition, actives largely listed as inhibitors. TbPYK enzyme, Kinase-Glo Plus ATP luminescence, 45 min; further: potency means the concentration at half of the fitted maximal effect; on the % scale 0 is the no-effect control and ±100 the full control effect; nearly all actives have a fitted effect of over 50% in size
#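 Luminescence from Kinase-Glo Plus, added after a 45-minute room-temperature reaction, served as the end-point read-out. The enzyme and substrate were preincubated with compound before ADP (130 uM final) initiated turnover. Concentration-effect curves came from normalized qHTS data.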
# LmPK inhibitor: LmPK (Leishmania mexicana) enzyme inhibition | Q27686 | Potency, µM (titrated, usually from 57.5 µM), for inactives: at the highest dose activity change, negative = inhibition, usual class: inhibitors | purified LmPK, Kinase-Glo ATP luminescence, 1 h | hit rate 0.37% among 290,000; further: potency means the concentration at half of the fitted maximal effect; on the % scale 0 is the no-effect control and ±100 the full control effect
# Target sequence (Q27686 whole entry, looked up): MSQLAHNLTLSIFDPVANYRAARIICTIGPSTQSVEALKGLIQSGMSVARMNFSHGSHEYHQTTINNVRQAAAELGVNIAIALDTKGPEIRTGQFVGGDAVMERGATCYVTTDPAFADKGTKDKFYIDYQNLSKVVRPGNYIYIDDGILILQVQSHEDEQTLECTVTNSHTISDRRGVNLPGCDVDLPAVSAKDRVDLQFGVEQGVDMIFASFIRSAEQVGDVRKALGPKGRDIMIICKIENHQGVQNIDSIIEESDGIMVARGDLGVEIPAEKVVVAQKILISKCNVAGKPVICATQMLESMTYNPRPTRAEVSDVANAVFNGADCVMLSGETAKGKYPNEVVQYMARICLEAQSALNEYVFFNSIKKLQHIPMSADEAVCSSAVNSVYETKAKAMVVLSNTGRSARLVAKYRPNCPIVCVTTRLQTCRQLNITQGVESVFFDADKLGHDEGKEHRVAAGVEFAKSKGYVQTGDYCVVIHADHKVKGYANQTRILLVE
#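 Purified LmPK (0.1 nM) with 0.5 mM PEP and 0.1 mM ADP in imidazole buffer pH 7.2 with MgCl2/KCl, 1 h at room temperature. ATP formed was read by luciferase luminescence and normalized to no-enzyme and uninhibited controls.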
# Pf growth 96h: inhibits malaria parasite growth, 96 h. Potency, µM (series often up to 28.7 µM), inactives show at the top dose activity change, negative = inhibition, hits mostly inhibitors. AID 504834. hit rate 6.9% among 320,000. P. falciparum luciferase reporter growth, 96 h; further: potency means the concentration at half of the fitted maximal effect; on the % scale 0 is the no-effect control and ±100 the full control effect
#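 Two parasite generations (96 h, 37 C, 5% CO2) of compound exposure in infected erythrocytes (0.05% parasitemia, 2% hematocrit). Luciferase-reporter P. falciparum; decreased luminescence indicates inhibited growth, aimed at apicoplast-acting delayed death.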
# The depositor's hits bear a star; ? = inconclusive; · = not tested or not shown; & = joins results of further samples; [ ] = dose if it differs, or a comment. Unless noted, the call rests on the fitted dose curve; in most records, active means well fitted curve in the direction sought with a large enough effect; inconclusive means small, poorly fitted or top-dose-only effect, or another doubt; inactive means no such curve, though single readings can be large; an effect the other way counts as inactive or inconclusive. The order is random (roughly 22% active in at least one column).
SMILES,Cycloheximide cs,AmpC no deterg,Pf growth 48h,Shiga inhibitor,TbPYK inhibitor,LmPK inhibitor,Pf growth 96h
Nc1ncnc2nc(SCC(=O)N3CCN(c4ccccc4)CC3)[nH]c12,-1,-6%,-1%,-16,-6%,4%,-19%
CCCCOc1ccc(-c2cn3ccccc3n2)cc1[N+](=O)[O-],62*,-9%,77%[activator],103*,4%,-15%,-45%
COc1ccc(S(=O)(=O)NCCOc2ccccc2)cc1C,4,?,18%,27,-3%,1%,1%
COc1ccc(-c2nn(-c3ccccc3)cc2/C=C/C(=O)OCC(=O)Nc2ccc(C#N)cc2)cc1,-4,-32%,?,-9,1%,3%,-78%
CCOC(=O)N1CCC(N(CCN(C)C)C(=S)Nc2cccc(C)c2)CC1,-2,-5%,15%,-6,2%,-2%,-2%
C/C=C(/C)C(=O)O[C@@H]1c2cc3c(c(OC)c2-c2c(cc(OC)c(OC)c2OC)[C@@H](OC(C)=O)[C@@H](C)[C@H]1C)OCO3,-1,84%[activator],-23%,-2,-9%,-5%,-13%
Cc1cc(C)c(O)c(-c2cc(C(=O)Nc3ccc(S(=O)(=O)N4CCOCC4)cc3)[nH]n2)c1,-4,29%,5.9µM*,-10,0%,-7%,·
COc1ccc(OC)c(NC(=O)CSc2nccn2Cc2ccco2)c1,15,-9%,16%,10,-1%,-5%,-16%
COC(=O)c1cc2cc(Cl)ccc2nc1SC,-4,-23%,4%,-5,4%,4%,2%
Cc1oc(-c2ccccc2Cl)nc1CSc1nc2c(c(=O)[nH]1)CCCC2,3,-11%,?,-4,-1%,0%,14%
COc1cc(OC)c2ccc(=O)oc2c1C(CC(=O)N1CCN(c2ccccc2)CC1)c1ccc2c(c1)OCO2 (stereo not drawn),9&2,85%[activator],12µM*,-4&26,2%,-1%,13µM*
Cc1ccccc1NS(=O)(=O)c1ccc2c(c1)oc(=O)n2C,-2,-14%,-17%,-8,-6%,10%,?
CC(Sc1nncn1C)C(=O)Nc1nnc(-c2ccccc2)s1 (stereo not drawn),23*,-11%,26%,46*,-2%,-2%,15%
CSC1=N/C(=C/c2cccnc2)C(=O)N1Cc1ccccc1,5,73%[activator],1%,21,4%,-16%,18%
Cc1ccc(C)c(N)c1,·,-12%,27%,·,1%,·,52%[activator]
CC(=O)NC(C)(C)C1CC=C(C)/C(=N\O)C1 (stereo not drawn),1,-16%,5%,-17,-7%,1%,-5%
CCOc1ccc(CNC(=O)C2CCN(c3nnc(C)c4c(C)n(-c5ccc(C)cc5)nc34)CC2)cc1,5,140%[activator],?,-5,-9%,1%,?
CN(CC(=O)NCc1ccncc1)S(=O)(=O)c1ccc(Cl)cc1,-2,-5%,14%,-18,-4%,-1%,-1%
Clc1ccc(OCCSc2ncccn2)cc1,55*,-11%,195%[activator],117*,-25%,1%,?
CCOc1ccc(N2C(=O)CC(N(C)Cc3ccccc3)C2=O)cc1 (stereo not drawn),9,-3%,-9%,1,-6%,-6%,9%
Cc1ccccc1N1CC(C(=O)Nc2nnc(SCCN3CCOCC3)s2)CC1=O (stereo not drawn),5,76%[activator],?,5,-6%,-2%,4.1µM*
COc1ccccc1N1CCN(C(=O)c2sc3ncn(CC(=O)N4CCC(C)CC4)c(=O)c3c2C)CC1,-3,187%[activator],-8%,-10,-9%,-2%,?
COc1ccccc1C(=O)N/N=C/c1ccc2c(c1)OCO2,35*,-6%,95%[activator],89*,-3%,-14%,-7%
CC(C(=O)OCC(=O)Nc1cccc(S(=O)(=O)N(C)C)c1)N1C(=O)c2ccccc2C1=O (stereo not drawn),-2,-8%,0%,-18,3%,2%,14%
COC(=O)c1c(NC(=O)CN2CCC(C(N)=O)CC2)c2c(C)cccc2n1C,-4,-8%,·,-13,-7%,18%,-10%
# Further structures
SMILES,Cycloheximide cs,AmpC no deterg,Pf growth 48h,Shiga inhibitor,TbPYK inhibitor,LmPK inhibitor,Pf growth 96h
Cc1ccc(S(=O)(=O)NNC(=S)Nc2cccc(F)c2)cc1,-2,-40%,34%[activator],4,-11%,3%,86%[activator]
COc1ccc(NC(=O)OCCN2CCN(Cc3ccccc3)CCC2=O)cc1,14&-1,43%,-17%,23,3%,-1%,27%
O=C(CC1Nc2ccccc2NC1=O)NCC1COc2ccccc2O1 (stereo not drawn),9,-30%,12µM*,14,-7%,-1%,11%
CC12CCC(=O)N1C(C(=O)Nc1cc(Cl)ccc1N1CCCC1)CS2 (stereo not drawn),·,48%,?,·,1%,·,?
O=C1CC(=O)Nc2cc(S(=O)(=O)N3CCN(c4cccc(C(F)(F)F)c4)CC3)ccc2N1,0,-18%,?,18,6%,4%,3%
COc1cccc(-n2nnnc2SCC(=O)Nc2ccc(OC)cc2OC)c1,-2,-17%,24%,-7,3%,-8%,3%
C/C(=N\Nc1cccc(Cl)c1)c1ccncc1,24*,-38%,0%,31,2%,4%,-15%
Cn1ccc(=S)c2ccccc21,-2,-24%,1%,21,-26%,1%[11.5 µM],2%
CCCNC(=S)N1CCC(NC(=O)c2ccc(OC)cc2)CC1,-2,-2%,34%[activator],10,-5%,1%,?
O=C(Nc1ccc(S(=O)(=O)NCC2CCCO2)cc1)C1CC(=O)N(c2ccccc2)C1 (stereo not drawn),-6,1%,-5%,-12,-19%,-1%,28%
COc1ccccc1-n1cc(C(=O)N2CCCC(CO)(Cc3ccccc3C)C2)cn1 (stereo not drawn),-2,79%[activator],?,-2,?,10%,-14%
CS(=O)(=O)N(CC(=O)NC1CCCCC1)c1cccc(F)c1,11,5%,37%[activator],-14,4%,1%,?
O=C(CN1/C(=C(/O)c2ccccc2)C(=O)c2ccccc2S1(=O)=O)c1ccccc1,6,-22%,·,-5,9%,8%,·
C/C(=N/NC(=O)CSc1nc2ccccc2n1C)c1ccco1,-4,-27%,-11%,-2,-2%,0%,?
COC(=O)C1CSc2[nH]c(=O)sc2C1c1ccc(O)c(OC)c1 (stereo not drawn),-2,-22%,?,8,4%,12%,·
O=S(=O)(c1ccccc1)N1CCc2ccccc2C1,-2,-5%,6%,37,7%,8%,-22%
OC(CN1CC=C(/C=C/c2ccc(Br)cc2)CC1)c1ccccc1 (stereo not drawn),-2,-37%,?,-6,2%,3%,-29%
OCC(O)CNC(=S)NC1CCCCC1 (stereo not drawn),-3,-3%,5%,-15,-2%,8%,34%[activator]
N/C(=N\N=C\c1ccc(Br)o1)c1nonc1N,47*,-18%,120%[activator],82*,-1%,-21%,105%[activator]
CCOc1ccc2c(c1)C(c1ccccc1)=NNC(c1ccccc1)=N2,45*,-19%,?,57*,0%,-2%,-20%
CCn1cc(C(=O)O)c(=O)c2cc(F)c(N3CCN(C(=S)NC(=O)c4cccc(F)c4)CC3)cc21,-1,0%,10µM*,-7,-23%,?,?
C=CCNC(=S)N/N=C/c1ccc(C)cc1C,22,-34%,10µM*,29,0%,-2%,?
CC(C)(C)c1cc(-c2csc(Nc3ccccc3)[n+]2Cc2ccc(C(=O)O)cc2)cc(C(C)(C)C)c1O,-3,-42%,?,17,-9%,2%,?
C[n+]1ccc(CC2C(=[N+]([O-])[O-])C=Nc3ncnn32)cc1 (stereo not drawn),-1,-9%,13%,-13,2%,1%,6%
COC(=O)C1=C(c2ccc(F)cc2OCc2ccccc2)C[C@@H]2CC[C@H]1N2C(=O)NC1CC1,·,110%[activator],?,·,5%,·,?
Cn1c(=O)n(C)c2cc([N+](=O)[O-])c(N3CCN(S(C)(=O)=O)CC3)cc21,-4,-4%,6%,11,2%,-5%,0%
C[C@H](N)C(=O)N[C@@H](C)P(=O)(O)O,·,·,-11%,·,-7%,·,-3%

# 7 entries from above, ordered by molar mass, ascending.
SMILES,Cycloheximide cs,AmpC no deterg,Pf growth 48h,Shiga inhibitor,TbPYK inhibitor,LmPK inhibitor,Pf growth 96h
Clc1ccc(OCCSc2ncccn2)cc1,55*,-11%,195%[activator],117*,-25%,1%,?
N/C(=N\N=C\c1ccc(Br)o1)c1nonc1N,47*,-18%,120%[activator],82*,-1%,-21%,105%[activator]
C/C(=N/NC(=O)CSc1nc2ccccc2n1C)c1ccco1,-4,-27%,-11%,-2,-2%,0%,?
CCCNC(=S)N1CCC(NC(=O)c2ccc(OC)cc2)CC1,-2,-2%,34%[activator],10,-5%,1%,?
CC12CCC(=O)N1C(C(=O)Nc1cc(Cl)ccc1N1CCCC1)CS2 (stereo not drawn),·,48%,?,·,1%,·,?
Cc1cc(C)c(O)c(-c2cc(C(=O)Nc3ccc(S(=O)(=O)N4CCOCC4)cc3)[nH]n2)c1,-4,29%,5.9µM*,-10,0%,-7%,·
CCn1cc(C(=O)O)c(=O)c2cc(F)c(N3CCN(C(=S)NC(=O)c4cccc(F)c4)CC3)cc21,-1,0%,10µM*,-7,-23%,?,?

# Exported tab-delimited: entries from further up.
canonical_smiles	Cycloheximide cs	AmpC no deterg	Pf growth 48h	Shiga inhibitor	TbPYK inhibitor	LmPK inhibitor	Pf growth 96h
Cc1ccc(S(=O)(=O)NNC(=S)Nc2cccc(F)c2)cc1	-2	-40%	34%[activator]	4	-11%	3%	86%[activator]
COc1ccc(NC(=O)OCCN2CCN(Cc3ccccc3)CCC2=O)cc1	14&-1	43%	-17%	23	3%	-1%	27%
O=C(CC1Nc2ccccc2NC1=O)NCC1COc2ccccc2O1 (stereo not drawn)	9	-30%	12µM*	14	-7%	-1%	11%
CC12CCC(=O)N1C(C(=O)Nc1cc(Cl)ccc1N1CCCC1)CS2 (stereo not drawn)	·	48%	?	·	1%	·	?
O=C1CC(=O)Nc2cc(S(=O)(=O)N3CCN(c4cccc(C(F)(F)F)c4)CC3)ccc2N1	0	-18%	?	18	6%	4%	3%
COc1cccc(-n2nnnc2SCC(=O)Nc2ccc(OC)cc2OC)c1	-2	-17%	24%	-7	3%	-8%	3%
